tim23-1 inh – growth inhibitors of tim23-1 mutant yeast, primary screen, luminescence, uHTS; S. cerevisiae tim23-1 growth, BacTiter-Glo luminescence, 24 h; inhibition, % at 20 µM; 330,000 tested, 1.3% active; AID 463212, 2010;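 active means growth inhibition of the mutant yeast at or above 50%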;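 further: temperature-sensitive mutant grown at 25 °C; plate controls were DMSO-treated mutant yeast for no effect and medium wells lacking yeast for full effect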
tim10-1 inh – growth inhibitors of tim10-1 mutant yeast, primary screen, luminescence, uHTS; S. cerevisiae tim10-1 ts strain growth, BacTiter-Glo, 24 h; inhibition, % at 20 µM; 330,000 tested, 2.2% active;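 active means inhibition of at least 40%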;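 further: mutant grown at 25 °C; 0% = DMSO wells with yeast and 100% = wells holding no yeast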
NLRP3 yeast inh – NALP3 inflammasome inhibitors in reconstituted yeast, primary screen, luminescence, uHTS; Yeast reconstituted NLRP3/ASC/caspase-1, beta-gal luminescence, 24 h; inhibition, % at 10 µM; 330,000 tested, 0.39% active; AID 2825, 2010;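 active means inhibition of 50% or more; inactive means inhibition below 50%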;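 further: plate controls were induced DMSO wells for no effect and uninduced yeast grown without galactose for full effect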
Mdm2 MdmX PPI – inhibitors of human Mdm2-MdmX association, primary screen, cell-based, luminescence, split luciferase, SaOS-2, uHTS; SaOS-2 split-luciferase Mdm2/MdmX complementation; inhibition, % at 8 µM; Protein Mdm4 (Homo sapiens) + E3 ubiquitin-protein ligase Mdm2 (Homo sapiens), …; 330,000 tested, 3% active;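 active means inhibition of at least 50% at 8 µM in the primary screen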
Target sequence (O15151 whole entry, looked up): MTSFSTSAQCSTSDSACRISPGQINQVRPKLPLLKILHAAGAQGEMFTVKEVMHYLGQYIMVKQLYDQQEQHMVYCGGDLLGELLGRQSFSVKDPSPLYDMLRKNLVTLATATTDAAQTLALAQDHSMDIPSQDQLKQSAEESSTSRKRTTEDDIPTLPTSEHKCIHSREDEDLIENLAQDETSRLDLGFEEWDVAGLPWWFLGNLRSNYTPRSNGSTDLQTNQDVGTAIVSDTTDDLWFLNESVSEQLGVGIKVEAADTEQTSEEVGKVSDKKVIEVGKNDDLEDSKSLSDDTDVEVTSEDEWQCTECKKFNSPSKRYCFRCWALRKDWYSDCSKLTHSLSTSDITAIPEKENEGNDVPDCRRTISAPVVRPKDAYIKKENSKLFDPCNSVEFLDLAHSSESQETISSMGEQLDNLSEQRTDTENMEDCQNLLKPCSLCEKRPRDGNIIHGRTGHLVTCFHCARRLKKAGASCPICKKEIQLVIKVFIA
Target sequence (Q00987 whole entry, looked up): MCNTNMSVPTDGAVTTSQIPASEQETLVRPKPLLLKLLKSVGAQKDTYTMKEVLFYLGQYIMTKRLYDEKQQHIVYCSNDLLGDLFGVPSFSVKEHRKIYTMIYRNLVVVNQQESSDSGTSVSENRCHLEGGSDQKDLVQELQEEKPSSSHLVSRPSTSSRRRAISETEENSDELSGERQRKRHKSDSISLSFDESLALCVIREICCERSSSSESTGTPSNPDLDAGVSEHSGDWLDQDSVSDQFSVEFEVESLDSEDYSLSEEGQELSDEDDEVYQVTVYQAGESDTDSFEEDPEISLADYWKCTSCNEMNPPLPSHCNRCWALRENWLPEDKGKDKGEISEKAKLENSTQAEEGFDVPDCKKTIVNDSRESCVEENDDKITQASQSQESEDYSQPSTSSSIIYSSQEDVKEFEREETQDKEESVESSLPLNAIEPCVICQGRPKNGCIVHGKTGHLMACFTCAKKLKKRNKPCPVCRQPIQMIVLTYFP
UPR CHOP act – activators of apoptotic CHOP UPR arm, primary screen, cell-based, CHO-CHOP luciferase reporter, luminescence, uHTS; UPR activation; percent of tunicamycin response over DMSO baseline; activation, % at 10 µM; 330,000 tested, 0.34% active; AID 449763, 2010;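 active means at 10 µM dose, activation of 40% or more, normalized to positive control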;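 further: 100% = tunicamycin at 10 µg/mL and 0% = DMSO alone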
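Dosing – one dose, 10 µM in 0.5% DMSO · System – CHO-CHOP cells, stable luciferase reporter of PERK-eIF2a-CHOP signalling · Input – 500 cells/well · Control set – tunicamycin 10 µg/mL final as positive, DMSO-only wells as negative · Timing – 6 h compound treatment, 37 °C · Measure – % activation vs tunicamycin · Technique – luminescence read with Steady-Glo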
TIM10 inh – growth inhibitors of isogenic TIM10 control yeast, primary screen, counter-screen for tim10-1 yeast inhibitor project, luminescence, uHTS; S. cerevisiae TIM10 strain growth, BacTiter-Glo luminescence, 24 h; inhibition, % at 10 µM; 330,000 tested, 1.4% active; AID 463195, 2010;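 active means inhibition of 40% or more at the single tested concentration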;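 further: wild-type TIM10 isogenic control strain grown at permissive 25 °C; 0% = DMSO yeast wells and 100% = minimal medium wells without yeast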
UPR XBP1 act – activators of adaptive XBP1 UPR arm, primary screen, cell-based, CHO-XBP1 luciferase reporter, luminescence, uHTS | IRE1-XBP1 UPR activation; percent of tunicamycin response, DMSO as zero | activation, % at 20 µM | 330,000 tested, 0.33% active;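 active means versus positive control, 20 µM dose yields 30% or more activation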;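 further: 100% = tunicamycin at 10 µg/mL and 0% = DMSO only wells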
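Signal: luciferase luminescence; Assay system: CHO-XBP1 luciferase reporter cells; Amount: one thousand reporter cells per well; Dosing: 20 µM single concentration, DMSO 1%; Benchmarks: high control tunicamycin 10 µg/mL final, low control DMSO vehicle only; Schedule: 6 h compound exposure at 37 °C, 5% CO2; Evaluation: percent activation relative to tunicamycin reference.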
APJ agonist – agonists of human apelin receptor APJ, primary screen, CHO-K1 cells, PathHunter beta-arrestin, luminescence | AID 2520, 2010 | activation, % at 20 µM | 330,000 tested, 0.11% active | P35414 | 0% DMSO wells, 100% apelin;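 active means activation more than six SD over the plate average, tested at 20 µM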;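 further: 0% = DMSO alone and 100% = apelin-13 at 10 nM; some results filed as inactive read as strong as hits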
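Assay system: CHO-K1 cells stably expressing ProLink-tagged human APJ and arrestin–beta-gal acceptor. Compound dosing: 20 µM single point, 1% DMSO. Times: 16-18 h seeding, 90 min dark compound exposure, 60 min detection. Detection: beta-gal luminescence. Evaluation: APJ–arrestin association signal. Controls: negative DMSO alone, positive Apelin-13 at 10 nM.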
GRIN3A LBD mod – binders of NR3A ligand-binding domain, primary screen, biophysical, differential scanning fluorimetry, uHTS; AID 1259313, 2017; Tm shift relative to glycine control, % at 25 µM; Glutamate receptor ionotropic, NMDA 3A (GRIN3A) ligand-binding domain; NR3A LBD differential scanning fluorimetry, Tm shift; 0% = protein alone, 100% = glycine-bound protein; 340,000 tested, 2.5% active;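 active means melting temperature shift of at least 10% of the positive control shift, at one fixed dose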
Numbers without * were called inactive.

Screening CCCCc1nc(SCC(=O)Nc2cc(C)on2)n[nH]1 returned tim23-1 inh 4, tim10-1 inh 11, NLRP3 yeast inh 18, Mdm2 MdmX PPI -5, UPR CHOP act 0.9, TIM10 inh 9, UPR XBP1 act -1 and APJ agonist -2.
For CC(C)C[C@@H](CO)N1CCN(CC(C)C)CCC1=O the results were tim23-1 inh 1, tim10-1 inh -8, NLRP3 yeast inh 15, Mdm2 MdmX PPI 15, UPR CHOP act 1.0, TIM10 inh -4, UPR XBP1 act -1, APJ agonist -3 and GRIN3A LBD mod 1.
CCc1cc(C(=O)NC(C)C2CCCO2)cs1 (stereo not given) was read as tim23-1 inh 12, tim10-1 inh 9, NLRP3 yeast inh 9, Mdm2 MdmX PPI -4, UPR CHOP act -1.1, TIM10 inh 2, UPR XBP1 act -3, APJ agonist 2 and GRIN3A LBD mod 4.
Screening O=C(CN1C(=O)c2ccccc2C1=O)OCC(=O)N1CCc2ccccc2C1 returned tim23-1 inh 11, tim10-1 inh 9, NLRP3 yeast inh -2, Mdm2 MdmX PPI 12, UPR CHOP act 0.2, TIM10 inh 7, UPR XBP1 act -1, APJ agonist -2 and GRIN3A LBD mod 1.
Screening COc1ccc(Cl)cc1NC(=O)CN(C)CC(=O)Nc1ccccc1N1CCOCC1 returned tim23-1 inh 7, tim10-1 inh 11, NLRP3 yeast inh 20, Mdm2 MdmX PPI 58*, UPR CHOP act -1.0, TIM10 inh 18, UPR XBP1 act -1, APJ agonist -3 and GRIN3A LBD mod -1.
For O=C(Nc1ccc(N2CCN(C(=O)c3ccco3)CC2)c(Cl)c1)c1cccs1 the results were tim23-1 inh 58*, tim10-1 inh 28, NLRP3 yeast inh 18, Mdm2 MdmX PPI 6, UPR CHOP act 4.4, TIM10 inh 20, UPR XBP1 act 1, APJ agonist 2 and GRIN3A LBD mod -2.
Screening O=C(CC1NCCc2ccccc21)Nc1ccccc1 (stereo not given) returned tim23-1 inh 13, tim10-1 inh 15, NLRP3 yeast inh 4, Mdm2 MdmX PPI -24, UPR CHOP act 2.6, TIM10 inh 12, UPR XBP1 act 0, APJ agonist -4 and GRIN3A LBD mod -2.
For O=C(CCC(=O)N1CCSc2ccccc21)Nc1ccc(F)cc1 the results were tim23-1 inh 10, tim10-1 inh -6, NLRP3 yeast inh 18, Mdm2 MdmX PPI 7, UPR CHOP act -0.5, TIM10 inh 2, UPR XBP1 act -1, APJ agonist -2 and GRIN3A LBD mod -1.
`CC(C)(O)C#Cc1ccc([C@@H]2C[C@H]3CN(c4ccccc4)C(=O)[C@]34CCCN24)s1` gave tim23-1 inh 13, tim10-1 inh 30, NLRP3 yeast inh 9, Mdm2 MdmX PPI 64*, UPR CHOP act -2.1, TIM10 inh 6, UPR XBP1 act -2, APJ agonist 1 and GRIN3A LBD mod -2.
Screening Cc1ccc(N=Cc2cc(Cl)cc(Cl)c2O)nc1 returned tim23-1 inh 66*, tim10-1 inh 8, NLRP3 yeast inh 5, Mdm2 MdmX PPI 20, UPR CHOP act 0.3, TIM10 inh 10, UPR XBP1 act -1, APJ agonist -1 and GRIN3A LBD mod -13.
For Cc1ccc(NC(=O)C2CCN(C(=O)[C@@H]3Cc4ccccc4CN3)CC2)c(C)c1 the results were tim23-1 inh 12, tim10-1 inh 11, NLRP3 yeast inh 7, Mdm2 MdmX PPI 28, UPR CHOP act 1.0, TIM10 inh 3, UPR XBP1 act -1, APJ agonist -2 and GRIN3A LBD mod -3.
`C=CC[C@@H](CC(=O)N(CCO)Cc1ccccc1)C(=O)N[C@H](COC(=O)[C@@H](CC=C)Cc1ccc(F)cc1)c1ccccc1` gave tim23-1 inh 17, tim10-1 inh 9, NLRP3 yeast inh 11, Mdm2 MdmX PPI 44, UPR CHOP act 3.5, TIM10 inh 11, UPR XBP1 act 7, APJ agonist -5 and GRIN3A LBD mod -1.
Screening CCOC(=O)N1CCN(CCC(=O)c2ccc(OC)cc2)CC1 returned tim23-1 inh -3, tim10-1 inh 3, NLRP3 yeast inh 16, Mdm2 MdmX PPI 11, UPR CHOP act 1.8, TIM10 inh 4, UPR XBP1 act -5, APJ agonist -4 and GRIN3A LBD mod 0.
`COc1ccc(C(=O)NC(CC(C)C)C(=O)O)cc1` (stereo not given) gave tim23-1 inh 12, tim10-1 inh -6, NLRP3 yeast inh 11, Mdm2 MdmX PPI 17, UPR CHOP act -1.2, TIM10 inh -3, UPR XBP1 act -2, APJ agonist -2 and GRIN3A LBD mod -1.
`CCOc1ccc(C(=O)NC(C(=O)NCC(c2cccs2)N(C)C)C(C)C)cc1` (stereo not given) gave tim23-1 inh 17, tim10-1 inh 3, NLRP3 yeast inh 16, Mdm2 MdmX PPI -30, UPR CHOP act -1.2, TIM10 inh 3, UPR XBP1 act -1, APJ agonist -5 and GRIN3A LBD mod 0.
Cc1ccc(NC(=O)C/C(N)=N/OC(=O)c2ccccc2)cc1 was read as tim23-1 inh 51*, tim10-1 inh 55*, NLRP3 yeast inh 16, Mdm2 MdmX PPI -8, UPR CHOP act 0.1, TIM10 inh 69*, UPR XBP1 act 3, APJ agonist 11* and GRIN3A LBD mod -2.
CCC(C)C(NC(=O)OCc1ccccc1)C(=O)OCN1C(=O)c2ccccc2C1=O (stereo not given) was read as tim23-1 inh -4, tim10-1 inh 30, NLRP3 yeast inh 2, Mdm2 MdmX PPI 4, UPR CHOP act -1.3, TIM10 inh 9, UPR XBP1 act -2, APJ agonist 3 and GRIN3A LBD mod 1.
CNC[C@H](CC1CCCCC1)NC[C@H](Cc1ccccc1)NCCC12CC3CC(CC(C3)C1)C2 was read as tim23-1 inh -97, tim10-1 inh 35, NLRP3 yeast inh 43, Mdm2 MdmX PPI 100*, UPR CHOP act 18, TIM10 inh -75, UPR XBP1 act -9, APJ agonist -3 and GRIN3A LBD mod -8.
Screening CCN(CC)S(=O)(=O)c1ccc(C(=O)N2CCCCC2)cc1 returned tim23-1 inh 17, tim10-1 inh -2, NLRP3 yeast inh 18, Mdm2 MdmX PPI 0, UPR CHOP act -3.1, TIM10 inh 3, UPR XBP1 act -4, APJ agonist -3 and GRIN3A LBD mod 1.
For C[C@H](CO)N1C[C@H](C)[C@@H](CN(C)C(=O)NC2CCCCC2)Oc2ccc(NC(=O)CCC(F)(F)F)cc2C1=O the results were tim23-1 inh -6, tim10-1 inh 3, NLRP3 yeast inh 3, Mdm2 MdmX PPI 8, UPR CHOP act -1.9, TIM10 inh 3, UPR XBP1 act 0, APJ agonist 0 and GRIN3A LBD mod 0.
CC(C)c1nnc(NC(=O)C2CCCN2S(=O)(=O)c2ccc(Cl)cc2)s1 (stereo not given) was read as tim23-1 inh 9, tim10-1 inh 7, NLRP3 yeast inh -12, Mdm2 MdmX PPI 11, UPR CHOP act -2.3, TIM10 inh -4, UPR XBP1 act 1, APJ agonist 11 and GRIN3A LBD mod 2.
For CC(=O)C1=C(c2ccccc2)OC(N)=C(C#N)C1c1ccc(O)cc1 (stereo not given) the results were tim23-1 inh 1, tim10-1 inh 25, NLRP3 yeast inh -7, Mdm2 MdmX PPI 7, UPR CHOP act -2.0, TIM10 inh 21, UPR XBP1 act 0, APJ agonist -1 and GRIN3A LBD mod 1.
O=S(=O)(c1ccccc1)c1cnn2c(C(F)(F)F)cc(-c3ccc(F)cc3)nc12 was read as tim23-1 inh -23, tim10-1 inh 16, NLRP3 yeast inh -16, Mdm2 MdmX PPI -1, UPR CHOP act 0.3, TIM10 inh -17, UPR XBP1 act 2, APJ agonist 0 and GRIN3A LBD mod 14*.
Cc1nc(C)c(-c2ccn(S(=O)(=O)c3ccc(Cl)cc3)n2)o1 was read as tim23-1 inh 14, tim10-1 inh 13, NLRP3 yeast inh 20, Mdm2 MdmX PPI -3, UPR CHOP act -0.4, TIM10 inh 8, UPR XBP1 act 0, APJ agonist 4 and GRIN3A LBD mod 3.
Screening C#CCOCCOCCOCCNc1nc(N2CCN(C(=O)[C@H](CCCN=C(N)N)n3cc(C(N)[C@@H](C)CC)nn3)CC2)nc(N2CCN(C(=O)[C@H](CCCCN)n3cc([C@@H](N)CC(N)=O)nn3)CC2)n1 (stereo not given in full) returned tim23-1 inh 3, tim10-1 inh -4, NLRP3 yeast inh 17, Mdm2 MdmX PPI 26, UPR CHOP act 0.5, TIM10 inh 0, UPR XBP1 act 3, APJ agonist -2 and GRIN3A LBD mod 0.
Screening O=C(Nc1ccccc1C(=O)N1CCCCC1)c1cccc(S(=O)(=O)N2CCOCC2)c1 returned tim23-1 inh 21, tim10-1 inh 4, NLRP3 yeast inh 11, Mdm2 MdmX PPI -21, UPR CHOP act -1.5, TIM10 inh 2, UPR XBP1 act -4, APJ agonist 1 and GRIN3A LBD mod 0.
COc1ccc(/C=N/NC(=O)c2c(-c3ccccc3)noc2C)cc1 was read as tim23-1 inh 5, tim10-1 inh 17, NLRP3 yeast inh 3, Mdm2 MdmX PPI 20, UPR CHOP act -0.1, TIM10 inh 18, UPR XBP1 act 0, APJ agonist -3 and GRIN3A LBD mod 2.
Screening O=C(COc1ccccc1O)NCCN1CCOCC1 returned tim23-1 inh 4, tim10-1 inh 4, NLRP3 yeast inh 41, Mdm2 MdmX PPI -5, UPR CHOP act 1.0, TIM10 inh -12, UPR XBP1 act 3, APJ agonist 1 and GRIN3A LBD mod 1.
Screening Cc1ccc(C)c(OCC(=O)Nc2c(C)n(C)n(-c3ccccc3)c2=O)c1 returned tim23-1 inh -4, tim10-1 inh -13, NLRP3 yeast inh 27, Mdm2 MdmX PPI 10, UPR CHOP act 0.4, TIM10 inh -9, UPR XBP1 act 0, APJ agonist -2 and GRIN3A LBD mod -3.
`O=C(CN1CCCCC1)Nc1cccc(Cl)c1Cl` gave tim23-1 inh 9, tim10-1 inh 8, NLRP3 yeast inh 0, Mdm2 MdmX PPI 22, UPR CHOP act 2.9, TIM10 inh -7, UPR XBP1 act 2, APJ agonist -11 and GRIN3A LBD mod -1.

Two records picked at random from the list so far, as already listed:
`CCOc1ccc(C(=O)NC(C(=O)NCC(c2cccs2)N(C)C)C(C)C)cc1` (stereo not given) gave tim23-1 inh 17, tim10-1 inh 3, NLRP3 yeast inh 16, Mdm2 MdmX PPI -30, UPR CHOP act -1.2, TIM10 inh 3, UPR XBP1 act -1, APJ agonist -5 and GRIN3A LBD mod 0.
CNC[C@H](CC1CCCCC1)NC[C@H](Cc1ccccc1)NCCC12CC3CC(CC(C3)C1)C2 was read as tim23-1 inh -97, tim10-1 inh 35, NLRP3 yeast inh 43, Mdm2 MdmX PPI 100*, UPR CHOP act 18, TIM10 inh -75, UPR XBP1 act -9, APJ agonist -3 and GRIN3A LBD mod -8.

From PubChem BioAssay
